HTR5A ag ctr – HTR5A agonism, opioid heterodimer counter-screen; HTR5A agonist assay, luminescence, cell-based; AID 504692; P47898; actives 0.61% (n = 340,000); activation, % at 9.3 µM; in the data active = activation mostly above about 9.5%, no sharp cut-off; inactive = mostly below about 7.6%;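 note: 0% = cells with vehicle only and 100% = reference agonist; strong numbers were not always called active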
CAL PDZ FP – inhibitors of human CAL PDZ peptide binding. inhibition, % at 24.9 µM. purified CAL PDZ, TMR-peptide fluorescence polarization, 1 h. Q9HD26. actives 0.92% (n = 300,000);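 active = mean inhibition of at least 30% with at least half of replicates also reaching 30%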;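 note: 0% = DMSO neutral control and 100% = excess unlabeled competitor peptide PRC23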
RTF Ca sens inh – cardiac RTF calcium desensitization; P19429+P45379; IANBD-labeled cardiac RTF, Ca2+ fluorescence; inhibition, % at 7.15 µM; actives 0.12% (n = 340,000);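 active = inhibition above the mean inhibition of all tested compounds plus 3 SD, cut at about 17% in these data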;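 note: assay run at fixed EC70 calcium of 1.6 mM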
Keap1 Nrf2 FP – Keap1-Nrf2 (human) interaction inhibition; Keap1 Kelch-Nrf2 peptide fluorescence polarization, 1536-well; inhibition, % at 9.4 µM; actives 0.15% (n = 340,000); in the data active = inhibition above about 12%;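 note: human Keap1 Kelch domain with fluorescein labeled Nrf2 9mer peptide probe; 0% = neutral control wells and 100% = peptide positive control; higher means more block of Keap1 binding to Nrf2 peptide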
MOR-DOR ag – OPRM1-OPRD1 heterodimerization agonism | P35372+P41143 | cells, luminescence | activation, % at 9.3 µM | actives 0.3% (n = 340,000); in the data active = activation above about 18%;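 note: 0% = vehicle-treated cells and 100% = reference agonist; values of inactives mirror those of a sister screen read the other way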
Target sequence (P35372 whole entry, looked up): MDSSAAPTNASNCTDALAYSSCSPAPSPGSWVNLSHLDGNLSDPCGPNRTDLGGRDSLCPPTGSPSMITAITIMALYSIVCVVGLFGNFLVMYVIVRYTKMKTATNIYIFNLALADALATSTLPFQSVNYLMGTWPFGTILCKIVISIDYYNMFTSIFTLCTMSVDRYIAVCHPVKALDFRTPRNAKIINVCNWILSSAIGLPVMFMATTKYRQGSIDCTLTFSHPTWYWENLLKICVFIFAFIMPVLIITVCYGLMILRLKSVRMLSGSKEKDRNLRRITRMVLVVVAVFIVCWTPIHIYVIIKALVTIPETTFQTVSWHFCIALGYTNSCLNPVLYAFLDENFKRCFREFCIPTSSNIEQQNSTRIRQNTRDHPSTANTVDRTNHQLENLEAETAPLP
Target sequence (P41143 whole entry, looked up): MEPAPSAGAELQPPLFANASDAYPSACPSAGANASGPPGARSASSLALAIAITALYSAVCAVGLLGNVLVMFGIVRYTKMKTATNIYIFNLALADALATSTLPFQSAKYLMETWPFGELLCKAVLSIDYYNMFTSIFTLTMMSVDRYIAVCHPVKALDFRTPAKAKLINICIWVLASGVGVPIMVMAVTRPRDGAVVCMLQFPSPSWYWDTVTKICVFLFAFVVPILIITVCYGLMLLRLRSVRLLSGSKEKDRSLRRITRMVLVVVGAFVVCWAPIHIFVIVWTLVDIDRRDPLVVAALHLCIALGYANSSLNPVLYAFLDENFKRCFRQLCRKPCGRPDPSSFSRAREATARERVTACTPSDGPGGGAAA
cardiac RTF act – cardiac RTF calcium sensitization; P19429+P45379; IANBD-labeled TnC RTF fluorescence at EC20 calcium; 0% EC20 calcium, 100% full calcium; activation, % at 7.2 µM; actives 0.24% (n = 340,000); AID 493008;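 active = activation above the mean over all tested compounds plus 3 SD, cut at about 30% in these data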;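 note: rise in fluorescence read as greater calcium sensitivity of cardiac thin filaments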
OPRM1-OPRD1 inv – mu-delta opioid heterodimer inverse agonism; AID 504357; cell-based MOR-DOR heterodimer luminescence; P35372+P41143; actives 0.21% (n = 340,000); inhibition, % at 9.3 µM; in the data active = inhibition above about 22%, passing the limit was not always enough;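 note: 0% = cells with DMSO and 100% = wells without cells with DMSO; values of inactives mirror those of a sister screen read the other way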
HTR5A inv ctr – counter-screen for OPRM1-OPRD1 inverse agonists: human HTR5A inverse agonism. inhibition, % at 9.3 µM. HTR5A cell line, luminescence. AID 504634. P47898. actives 0.083% (n = 340,000); in the data active = inhibition mostly above about 23%, no sharp cut-off; inactive = mostly below about 18%;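 note: 0% = cells with DMSO and 100% = no-cell wells with DMSO; some compounds called inactive have numbers as strong as hits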
V-ATPase pH – yeast V-ATPase proton transport regulation by pHLuorin; S. cerevisiae, pHLuorin cytosolic pH fluorescence; response, % at 10 µM; actives 0.37% (n = 350,000); AID 504577; in the data active = response mostly above about 7.3%, no sharp cut-off; inactive = mostly below about 5.4%; note: actives read high; inactives centre near 0; some compounds called inactive have numbers as strong as hits; reference of the scale not given here
LANA DNA inh – inhibitors of KSHV LANA C-terminal domain DNA binding; MBP-C-LANA/FAM-LBS DNA binding, fluorescence polarization; inhibition, % at 9 µM; actives 0.078% (n = 340,000); AID 504423;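 active = highest replicate inhibition at or above 60% at 9 µM, even if other replicates fall short; inactive = all replicates below 60% inhibition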;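 note: 0% = neutral control wells and 100% = 4 µM acridine orange control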
The depositor's hits bear a star; x = no result given.

molecule	RTF Ca sens inh	Keap1 Nrf2 FP	HTR5A ag ctr	HTR5A inv ctr	CAL PDZ FP	V-ATPase pH	MOR-DOR ag	cardiac RTF act	LANA DNA inh	OPRM1-OPRD1 inv
CS(=O)(=O)N1CCc2cc(C(=O)N3CCN(c4ccccc4F)CC3)ccc21	14	-7	2	-4	0	2	-3.3	-5	-0.1	17
CCOC(=O)CC/C(C)=N\N=C1\SC(CC(=O)O)C(=O)N1c1ccccc1 (configuration not stated)	-13	-7	-6	17	x	-1	-1.7	2	-0.5	9
Cc1c(NC(=O)CN2C(=O)NC3(CCCCC3)C2=O)c(=O)n(-c2ccccc2)n1C	-2	3	-1	2	8	0	-0.4	-4	0.7	2
C=C(C)CN1C(=O)C(O)(CC(=O)c2ccc3c(c2)OCCO3)c2ccccc21 (configuration not stated)	-1	-3	2	31	-4	x	0.3	7	1.4	-2
O=C(NNC(=O)c1cc2cc3ccccc3nc2s1)c1cccc(C(F)(F)F)c1	4	-2	-2	4	-8	0	-1.1	-3	-0.9	4
N=c1oc2ccc3ccccc3c2cc1-c1nnc2n1CCCCC2	-1	-1	4	-3	0	-2	-1.0	5	0.7	6
COC(=O)c1cc(S(=O)(=O)NCCc2ccc(SC)cc2)c[nH]1	-6	-4	3	12	76*	1	-3.1	-3	0.9	16
CS(=O)(=O)N(CC(=O)N1CCN(c2ccccc2)CC1)c1cccc(Br)c1	-3	-2	4	-8	7	-2	-0.8	6	-1.2	5
N/C(=N\OC(=O)COc1ccccc1)c1ccncc1	-4	4	-1	-5	x	0	-2.6	-1	5.3	14
CCN(CC)c1ccc(C(=O)NNC(=O)c2ccc3c(=O)n4c(nc3c2)CCC4)cc1	-13	-1	1	-3	-5	0	-3.3	-1	-0.7	13
O=C(COc1ccccc1)NCc1nnc2c3ccccc3c(-c3ccccc3)nn12	1	2	-2	10	-2	3	-2.1	-5	0.7	14
CCN1CCCC1Cn1cnc2c([nH]c3ccc(C)cc32)c1=O (configuration not stated)	-7	-5	3	-46	-2	-3	-2.4	-6	1.4	12
CC(C)C(c1nnnn1CC1CCCO1)N1CCN(C2CCCC2)CC1 (configuration not stated)	-4	-4	4	-3	-7	0	1.0	5	0.6	-5
COc1cccc(-c2csc(N3CCN(C(=S)Nc4cccc(C)c4)CC3)n2)c1	4	-1	2	12	-6	2	-0.1	2	-0.9	0
CC(C)Cc1cc(C(=O)Nc2sc3c(c2C#N)CCC3)no1	0	0	-3	8	x	-3	-0.6	0	-4.6	3
CCCc1sc(N/N=C/c2ccccn2)nc1-c1ccc(Br)cc1	6	3	2	-19	-1	-1	-0.2	2	-0.8	1
COc1ccc(Cn2nnnc2C(c2cccs2)N2CCOCC2)cc1 (configuration not stated)	-4	0	4	-11	1	-6	-0.6	-3	-0.9	3
CCOc1ccccc1N1CCN(CC(=O)N(C2CCCC2)C2CCS(=O)(=O)C2)CC1 (configuration not stated)	-7	3	2	-5	2	-11	-2.1	-3	-1.4	8
COc1cc(OC)cc(C(=O)NCC(=O)NC(C)c2ccccc2)c1 (configuration not stated)	2	-3	6	-23	0	3	-2.9	4	-1.5	13
CC1CN(C(=S)SCC(=O)c2ccc(Cl)cc2)CC(C)O1 (configuration not stated)	-13	-2	4	-12	-5	-1	1.2	6	-0.4	-7
Cc1cc(NC(=O)CSc2nc(C)c(C)n2CC(C)C)no1	-8	1	2	-9	-3	-10	-2.9	-5	2.0	15
Cc1cccc(C(=O)Nc2ccccc2C(=O)OCC(=O)Nc2ccc(C#N)cc2)c1	1	-10	-4	9	-2	-1	0.4	0	0.5	-2
COc1ccc(C(C(=O)NC2CCCC2)N(CCCO)C(=O)Cn2nnc(-c3ccc(C)o3)n2)cc1 (configuration not stated)	-18	-2	9	-10	-1	-1	-1.8	11	-2.3	11
O=C(CCNC(=O)c1ccccc1Cl)N/N=C\c1ccc(O)cc1	2	-1	2	-7	-3	1	-2.7	1	-0.1	13
Cc1nc2cc(NCc3nc4ccccc4n3Cc3ccccc3)ccc2n1C	0	-3	1	-7	-6	-5	8.0	8	-0.7	-47
O=[N+]([O-])c1ccc(N/N=C/c2ccccc2)cc1	-1	3	-5	5	5	2	5.1	-2	0.7	-26
CCN(C(=O)Cn1c(=O)oc2cc(S(=O)(=O)N3CCCC3)ccc21)c1ccc(OC)cc1	5	-4	8	-24	3	-4	-2.7	-4	1.6	16
Cc1[nH]n(-c2ccccc2)c(=O)c1C=Nc1cccc(F)c1	2	0	-1	2	-2	-4	-1.9	-2	-1.4	11
COc1ccc(NC(=O)N/C=C/c2ccccc2)cc1	-12	1	3	-7	x	1	-4.4	-2	-2.5	22
CCNC(=O)c1ccc(NC(=O)CC2SC(N3CCCC3)=NC2=O)cc1 (configuration not stated)	-6	-4	-5	14	-6	-5	0.4	4	0.7	-2
CC1=C(C(N)=O)C(c2ccncc2)n2nc(-c3ccccc3Cl)nc2N1 (configuration not stated)	-1	-2	-3	8	0	2	-2.7	-1	-4.1	13
Cc1ccc(C(=O)NCCNc2nc3cc(C)c(C)cc3cc2C)cc1	-12	3	-1	2	-1	3	0.9	-6	-0.3	-7
O=C(NC(NC(=S)Nc1ccccc1)C(Cl)(Cl)Cl)c1cccc(Cl)c1 (configuration not stated)	3	2	-3	14	-3	x	4.5	-22	-0.4	-27
COc1cccc(OCCOc2c(OC)cccc2OC)c1	-12	0	4	-21	-2	-4	4.6	-10	-0.5	-23
C=CCn1c(CCNC(=O)c2ccco2)nc2ccccc21	-6	-6	-1	2	x	4	0.5	-3	0.0	-4
O=C(C[C@@H]1C/C=C\C[C@H](NC(=O)OCC2c3ccccc3-c3ccccc32)C(=O)OC[C@@H]2CCCN2C1=O)N[C@H](CO)Cc1ccccc1	-6	-4	-1	-24	-1	3	-0.6	0	1.3	3
COc1cc(/C=N/N2C(=O)CSC2=S)ccc1O	-26	-8	0	-36	-9	5	-0.5	-2	-3.8	3
CCC(=O)Nc1nnc(S(=O)(=O)N(CC(C)C)c2ccccc2)s1	-6	-5	2	-8	-1	3	-0.9	2	-0.9	4
COc1ccc(C)cc1-n1nnnc1SCc1cn2ccsc2n1	5	-8	-5	14	-6	2	-1.9	-2	-0.5	11
O=C(NCCCn1ccnc1)c1nc(Cn2ccc([N+](=O)[O-])n2)no1	0	1	-2	7	-4	-5	-2.6	-2	0.5	17
Cc1cc(C)n(C(=O)CN2C(=O)COc3ccccc32)n1	-9	6	-5	5	-2	-1	-1.3	0	1.4	7
CCCSc1nnc(Nc2ccccc2C)s1	-2	2	0	-37	0	3	0.3	2	-0.7	-2
COC(=O)C1=C(C)N(Cc2ccc(C)cc2)C(=O)C1	-2	-2	-3	-10	-6	3	-2.5	-2	-0.8	13
COc1ccc(-c2c(-c3ccsc3)oc(=O)c3cc(OC)c(OC)cc23)cn1	1	-1	1	-1	-6	-2	-2.6	0	0.6	15
CCN(C(=O)COC(=O)c1c(NC(C)=O)sc(C)c1C)C1CCS(=O)(=O)C1 (configuration not stated)	-9	-2	2	-5	-3	-1	-1.7	6	-1.4	9
COc1ccc(-n2c(=S)[nH]c3cc(C(=O)NCCCN4CCOCC4)ccc3c2=O)c(OC)c1	-7	2	-2	1	-2	-4	-3.1	-3	1.7	14
Cc1nn(CCC(N)=O)c2nc(-c3cccs3)cc(C(F)(F)F)c12	5	5	4	-36	2	3	-1.4	0	2.7	8
C/C(=C\C(=O)Nc1nccs1)c1ccccc1	-2	-4	-1	-9	-3	0	0.3	7	-1.2	-2
CC(=O)Nc1sc(N/N=C\c2ccccc2)nc1-c1cccs1	0	-5	2	15	-4	-1	-3.3	2	0.8	17
CC(NCc1ccc(OCC(N)=O)cc1)C12CC3CC(CC(C3)C1)C2 (configuration not stated)	-5	0	-2	7	-4	0	0.1	3	1.4	0
CCc1ccc(C(=O)NNC(=O)Cn2c(=O)cnc3ccccc32)cc1	-5	-6	-7	17	-1	-2	-2.2	0	0.4	9
O=C(CCN1C(=O)/C(=C\c2ccccc2F)SC1=S)N1CCCCC1	-4	-2	0	-1	-3	0	-0.6	3	-2.1	3
Cc1ccc2c(c1)C(c1ccncc1)=NNC(c1ccccc1)=N2	-10	-2	2	-5	0	-3	-2.0	6	-0.2	10
COCCNc1nc(C)cc(-c2cc(C(=O)NC3CCCC3)on2)n1	7	-2	2	-7	-3	-3	-2.1	5	1.1	12
CN(CC(=O)NC1CC(C)(C)NC(C)(C)C1)S(=O)(=O)c1cc(Cl)ccc1Cl	-9	-3	-5	6	-3	-1	-2.3	2	0.7	11
Cc1cc(N2CCCC2)ccc1/C=C1\NC(=S)N(C)C1=O	-119	-22	-3	7	-1	0	4.9	53*	-16	-24
FC(F)(F)c1cccc(N2Cc3ccccc3C2)c1	-8	1	13	-37	0	3	0.1	1	-1.2	-1
O=C(c1n[nH]c2ccccc12)N1CCN(S(=O)(=O)c2ccc3ccccc3c2)CC1	2	-8	3	-9	2	-1	0.3	-1	1.0	-2
Cc1ccsc1/C=C(/C#N)C(=O)NCc1ccccc1	-2	0	2	1	-2	3	-1.5	9	2.2	8
O=C(CSc1nc(N2CCOCC2)nc(N2CCOCC2)n1)Nc1ccc([N+](=O)[O-])cc1	-5	-2	-1	7	-6	-3	-2.1	1	0.6	11

Next section.
molecule	RTF Ca sens inh	Keap1 Nrf2 FP	HTR5A ag ctr	HTR5A inv ctr	CAL PDZ FP	V-ATPase pH	MOR-DOR ag	cardiac RTF act	LANA DNA inh	OPRM1-OPRD1 inv
c1cncc(-c2nnc3sc(C4CCCCC4)nn23)c1	-2	0	2	-6	-4	-5	-2.5	8	2.6	14
COc1ccc(Br)cc1/C=N/NC(=O)CNC(=O)c1cccnc1	-14	-2	4	-5	x	-2	0.8	15	-1.8	-4
CCOC(=O)C1=C(C)NC(=O)NC1c1ccc2c(c1)OCO2 (configuration not stated)	0	-3	3	-10	-3	-3	-1.0	7	-0.7	5
COc1cc(CNC(=O)c2ccccc2NC(=O)C2=C(C)OCCS2)cc(OC)c1OC	-16	2	0	5	-5	0	-0.4	4	-0.9	2
COc1cc2c3c(c1)C1(C(=O)N3C(C)(C)C=C2C)C(C#N)=C(N)Oc2cc(C)oc(=O)c21 (configuration not stated)	-10	2	3	-7	-4	-2	-1.4	-1	-0.7	8
CC(=O)Oc1ccc2ccccc2c1C(NC(=O)Cc1ccccc1)c1ccccc1Cl (configuration not stated)	4	-5	-3	-6	-1	2	-3.0	-3	-0.1	17
CCOC(=O)N1CCN(C(=O)C2CCN(S(=O)(=O)CC)CC2)CC1	-1	-6	6	-5	1	2	-1.1	-1	0.2	6

3 compounds out of the list above, arranged by the value under LANA DNA inh, largest number first.
| Compound | LANA DNA inh |
| --- | --- |
| Cc1cc(NC(=O)CSc2nc(C)c(C)n2CC(C)C)no1 | 2.0 |
| O=C(NCCCn1ccnc1)c1nc(Cn2ccc([N+](=O)[O-])n2)no1 | 0.5 |
| C=CCn1c(CCNC(=O)c2ccco2)nc2ccccc21 | 0.0 |
